High-throughput results as filed in PubChem.
M4 antag – blocks acetylcholine activation of human M4 receptor | P08173 | CHO-hM4 cells, ACh EC80, Fluo-8 calcium fluorescence | inhibition, % at 3 µM | actives 0.73% (n = 360,000);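 active = inhibition above its plate's cutoff, the mean inhibition of sample wells plus 3 SD, cut at about 27% in these data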;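 note: 0% = acetylcholine EC80 with DMSO and 100% = DMSO without agonist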
CHRM1 antagonist – blocks human M1 muscarinic receptor; inhibition, % at 3 µM; P11229; CHO-K1 hM1, Fluo-8 calcium fluorescence, ACh EC80 antagonist; actives 1.3% (n = 360,000); AID 588852;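 active = percent inhibition above its own plate's cutoff, namely the mean of that plate's compound wells plus 3 SD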;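 note: peak over basal fluorescence ratio during 140 s after agonist addition; 0% = ACh EC80 plus DMSO and 100% = DMSO alone without agonist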
Target sequence (P11229 whole entry, looked up): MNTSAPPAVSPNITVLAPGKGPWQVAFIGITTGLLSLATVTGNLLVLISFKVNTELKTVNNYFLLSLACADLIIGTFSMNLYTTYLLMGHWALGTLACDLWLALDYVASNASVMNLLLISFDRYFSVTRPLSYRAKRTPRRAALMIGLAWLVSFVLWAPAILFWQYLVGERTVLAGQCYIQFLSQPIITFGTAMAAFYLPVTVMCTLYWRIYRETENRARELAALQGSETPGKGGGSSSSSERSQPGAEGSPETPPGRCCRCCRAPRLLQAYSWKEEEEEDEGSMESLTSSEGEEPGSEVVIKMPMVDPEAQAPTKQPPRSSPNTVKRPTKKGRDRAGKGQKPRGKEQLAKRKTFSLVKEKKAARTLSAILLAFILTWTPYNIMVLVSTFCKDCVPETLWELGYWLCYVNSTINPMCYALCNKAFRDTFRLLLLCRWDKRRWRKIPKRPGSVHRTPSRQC
CHO-K1 Ca antag – counter-screen for M1 antagonists: effect in parental CHO-K1 cells | actives 0.6% (n = 360,000) | ATP-induced calcium, Fluo-8 fluorescence | inhibition, % at 3 µM;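 active = inhibition above a per-plate cutoff, the plate's mean sample inhibition plus 3 SD, cut at about 24% in these data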;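 note: 0% = DMSO plus EC80 ATP and 100% = DMSO alone without ATP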
M4 ag – CHRM4 agonism in calcium assay. activation, % at 3 µM. AID 624127. actives 0.14% (n = 360,000). CHO-K1 hM4/Gqi5, Fluo-8 calcium fluorescence; vehicle 0%, full acetylcholine response 100%;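 active = activation above the run mean over all test wells plus 3 SD, cut at about 32% in these data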;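 note: peak over basal fluorescence ratio per well then scaled between controls; 0% = DMSO wells and 100% = acetylcholine at EC100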
M1 ag – agonists of human M1 muscarinic receptor; P11229; actives 0.33% (n = 360,000); AID 588814; activation, % at 3 µM; CHO-K1 hM1, Fluo-8 calcium fluorescence, agonist mode; 0% DMSO, 100% acetylcholine EC100;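 active = activation above the run's mean compound activation plus 3 SD, cut at about 16% in these data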;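 note: peak over basal fluorescence ratio within a 140 s kinetic read after compound addition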
M1 ag parental – nonselective activator or artifact in parental CHO-K1 cells; Fluo-8 calcium fluorescence; scaled to maximal ATP response, vehicle zero; activation, % at 3 µM; actives 0.48% (n = 360,000); in the data active = activation above about 15%;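 note: untransfected CHO-K1 host cells lacking M1 receptor as counterscreen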
CHRM1 PAM – positive allosteric modulators of human M1 muscarinic receptor; CHO-K1 hM1, Fluo-8 calcium fluorescence, ACh EC20; 0% = ACh EC20, 100% = maximal ACh; activation, % at 3 µM; actives 0.088% (n = 360,000); AID 588819; in the data active = activation above about 19%, passing the limit was not always enough
OXTR potentiate – human OXTR potentiation | P30559 | CHO-OTR cells, Fluo-8 calcium fluorescence, potentiator mode; 0% = oxytocin EC15, 100% = EC100 | activation, % at 3 µM | actives 0.061% (n = 320,000);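 active = activation above that plate's cutoff, the mean activation of tested compounds plus 3 SD, cut at about 6.6% in these data, passing the limit was not always enough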;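 note: 100% uses oxytocin at 75 nM as the full agonist control; some results filed as inactive read as strong as hits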
Target sequence (P30559 whole entry, looked up): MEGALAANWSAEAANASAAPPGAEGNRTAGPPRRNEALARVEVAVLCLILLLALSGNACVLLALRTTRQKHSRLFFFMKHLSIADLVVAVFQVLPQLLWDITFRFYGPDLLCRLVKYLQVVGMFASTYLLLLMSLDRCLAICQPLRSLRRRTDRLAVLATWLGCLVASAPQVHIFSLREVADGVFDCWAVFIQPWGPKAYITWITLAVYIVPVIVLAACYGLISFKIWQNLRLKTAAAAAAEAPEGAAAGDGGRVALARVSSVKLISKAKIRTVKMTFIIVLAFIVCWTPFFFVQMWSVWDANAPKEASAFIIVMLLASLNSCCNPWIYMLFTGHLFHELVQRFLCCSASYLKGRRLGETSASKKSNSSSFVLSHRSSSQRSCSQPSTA
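test system = CHO-OTR cells, human receptor | compound = single-point 3.0 µM | schedule = 6 min compound pre-incubation at room temperature, 100 s kinetic read | signal = Fluo-8 no-wash calcium dye fluorescence, excitation 470-495 nm, emission 515-575 nm | repeats = single well per compound, singlicate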
CHO parental Ca – counter-screen for OX1R antagonists: effect in parental CHO cells. parental CHO-K1, ATP-induced calcium, Fluo-8 fluorescence. inhibition, % at 5.6 µM. actives 0.63% (n = 330,000). AID 463079;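 active = inhibition above that plate's mean sample inhibition plus 3 SD, cut at about 26% in these data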;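 note: 0% = ATP-challenged DMSO wells and 100% = DMSO wells without ATP; some compounds past the cut are filed as inactive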
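Assay system: parental CHO cells; Read-out basis: percent inhibition of ATP-evoked calcium rise, normalized to controls; Benchmarks: ATP and no-ATP DMSO wells; Compound dosing: single nominal dose of 5.6 µM per compound; Signal: Fluo-8 calcium dye fluorescence; Also added: ATP as calcium-mobilizing challenge; Repeats: singlicate.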
Starred values were filed as active, the others as inactive; x = no result given.

Compound	M4 antag	CHRM1 antagonist	CHO-K1 Ca antag	M4 ag	M1 ag	M1 ag parental	CHRM1 PAM	OXTR potentiate	CHO parental Ca
CN(C)c1ccc(C2=NOC(CN3C(=O)c4ccccc4S3(=O)=O)C2)cc1 (stereo not drawn)	-9	22	4	15	1	6.2	-4	-15	-8
Cc1ccc(S(=O)(=O)N2CCCC(C(=O)NCC(C)C)C2)cc1 (stereo not drawn)	-2	-16	-6	1	-5	1.1	14	-3	7
COc1ccc(C2N3CC4(C)CN2CC(C)(C3)C4=O)cc1OC (stereo not drawn)	-24	-1	-14	2	-1	-0.4	3	-5	5
COc1cccc(NC(=O)[C@H](C)NC(=O)C2CCN(S(=O)(=O)c3ccc(C)cc3)CC2)c1	2	-6	-8	0	-6	-0.5	3	-1	-32
COc1ccc(CCNC(=O)C2CCN(C(=O)NC3CCCCC3)CC2)cc1	2	-4	-2	0	-3	-0.3	4	-6	-10
O=C(CN1CCCCC1)N/N=C/c1cccc(Cl)c1	2	-12	-5	1	-6	0.6	7	-9	-3
CCOC(=O)c1sc(C)c2c1NC(C)(c1cccs1)NC2=O (stereo not drawn)	-1	6	-16	-1	-7	0.1	2	-1	-13
CCOCc1c(C(=O)N2CCN(CCOc3ccc(Cl)cc3)CC2)oc2ccccc12	-4	-4	-2	4	-3	3.1	3	x	x
CC1C(=O)N(Cc2cn(CC3CCCCC3)nn2)CCS(=O)(=O)N1Cc1ccc(-c2ccc(Cl)cc2)cc1 (stereo not drawn)	-2	-4	13	1	9	-0.2	11	x	x
Cn1c2ccccc2c2cc(/C=N/NC(=O)c3cc(O)cc(O)c3)ccc21	6	8	1	-1	-1	-0.7	0	-2	-8
O=C1C(=O)c2ccc(-c3ccccc3)cc2-c2ccccc21	15	3	6	2	0	-0.1	5	-7	-17
COc1ccc(-c2cc(CN3C(=O)c4ccccc4C3=O)on2)cc1	9	-12	4	1	-1	0.8	5	2	-11
Fc1cccc(Cl)c1CSc1nnc(CNc2ccccc2)o1	-4	-10	-15	1	-2	3.0	7	-8	11
O=C(N/N=C/c1cccc(OCC(=O)N2CCCC2)c1)C(=O)Nc1ccccc1F	4	2	-9	4	0	3.5	0	-10	-15
CC(C)CCNC(=O)C1CCN(C(=O)N(C)C)CC1	4	-4	-20	1	-4	0.0	6	-3	-8
O=C(C1CC(=O)N(c2ccccc2)C1)N1CCN(c2ccccc2)CC1 (stereo not drawn)	-8	-18	-5	2	1	2.3	17	1	-10
O=C(N/N=C/c1ccccn1)c1cccc(NC(=O)c2ccc(Cl)cc2)c1	3	-1	-9	8	-4	2.6	2	1	18
C(=C\c1ccccc1)/CN1CCN(C(c2cccc3ccccc23)c2nnnn2C2CCCC2)CC1 (stereo not drawn)	96*	95*	-12	1	0	8.8	-20	x	x
CCN(CC)S(=O)(=O)c1cccc(N=Nc2c(O)c3ccccc3oc2=O)c1	-11	-16	-2	1	-1	0.3	9	-2	0
O=C(O)c1ccc(CSc2nnc(-c3ccccc3Br)o2)cc1	1	-13	-8	4	3	2.9	9	-7	-4

The listing continues.
Compound	M4 antag	CHRM1 antagonist	CHO-K1 Ca antag	M4 ag	M1 ag	M1 ag parental	CHRM1 PAM	OXTR potentiate	CHO parental Ca
COc1ccc(-c2ccccc2)cc1NC(=O)c1ccncc1	-5	-2	-6	4	-5	0.2	-2	0	-15
Cc1cc(=O)oc(C)c1C(=O)NCCC1=CCCCC1	11	-3	-9	0	-7	0.4	5	0	-9
O=C(O)c1ccc(Nc2ccc(F)c(F)c2)c([N+](=O)[O-])c1	-5	-14	-14	0	-1	1.0	3	-19	-6
CCNc1nc(SCC(=O)Nc2ccc(Cl)c(Cl)c2)nc(N(C)C)n1	3	-4	-6	1	-5	2.3	5	-8	-6
CCN(CCC(=O)Nc1cc(OC)cc(OC)c1)Cc1ccccc1	5	23	-8	2	-4	-0.1	-11	-11	-3
CCOC(=O)CSc1nc(C(C)(C)C)cc(C(F)(F)F)c1C#N	5	-5	-6	-1	-4	0.6	4	-6	-34
O=C(NCCOc1ccc(F)cc1)c1ccccc1SCc1ccccc1	1	3	13	10	-5	3.0	-11	-13	-3
COc1ccc(S(=O)(=O)N2CCN(c3ccc(C)cc3C)CC2)cc1OC	1	10	0	5	-3	3.4	-10	-10	36*
C=C1CCN([C@@H](CC(C)C)C(=O)NCc2ccc(Cl)cc2)S(=O)(=O)c2ccccc21	4	11	-10	3	-7	0.2	-5	-5	-24
COc1ccc(Nc2nc3ccccc3nc2-n2nc(C)cc2C)cc1	-7	-21	3	0	0	-0.1	4	-2	-15
COc1ccc(/C=C2/CCCc3ccccc3C2=O)cc1	-10	-11	-7	1	3	-0.6	13	x	x
CSCCC(NS(=O)(=O)c1cccc(C(F)(F)F)c1)C(=O)N1CCN(C(=O)c2ccco2)CC1 (stereo not drawn)	-10	10	-5	2	3	1.1	0	x	x
CN1CCN(c2ccccc2NC(=O)c2ccc(-c3ccc(Cl)c(Cl)c3)o2)CC1	2	4	-10	2	-5	1.0	-1	-11	-57
N=C1S/C(=C\c2ccco2)C(=O)N1c1ccc2c(c1)OCO2	0	5	6	1	-7	0.0	-7	-14	21
COc1cccc(NC(=O)CN(C)C(=O)CCCNC(=O)c2ccc(Cl)cc2)c1	0	-4	-5	1	-1	-0.2	1	3	-14
COc1ccc(NC(=S)N(CCCN2CCCC(C)C2)Cc2cccs2)cc1 (stereo not drawn)	-2	16	4	1	-8	0.0	-15	-8	-27
CCn1ccnc1CN1CCCCC1C(=O)Nc1ccc(Oc2cccnc2)cc1 (stereo not drawn)	-12	1	22	1	-7	0.0	0	-6	-22
CCCNS(=O)(=O)c1ccc(OCC(=O)NCCCOC)cc1	-8	-16	-6	1	-2	0.6	10	-16	-6
O=C(Nc1ccccc1)c1nnsc1S(=O)(=O)c1ccc(Cl)cc1	70*	5	11	4	-3	0.7	-8	-14	26
CC1=C(C#N)C(c2ccc3ncccc3c2)C(C#N)=C(C)N1	6	10	5	1	-6	1.0	-3	-3	-4

Reprinted at random: 2 entries already listed, in no set order.
Compound	M4 antag	CHRM1 antagonist	CHO-K1 Ca antag	M4 ag	M1 ag	M1 ag parental	CHRM1 PAM	OXTR potentiate	CHO parental Ca
COc1ccc(CCNC(=O)C2CCN(C(=O)NC3CCCCC3)CC2)cc1	2	-4	-2	0	-3	-0.3	4	-6	-10
O=C(Nc1ccccc1)c1nnsc1S(=O)(=O)c1ccc(Cl)cc1	70*	5	11	4	-3	0.7	-8	-14	26

As a working copy, part of the list above:
Compound	M4 antag	CHRM1 antagonist	CHO-K1 Ca antag	M4 ag	M1 ag	M1 ag parental	CHRM1 PAM	OXTR potentiate	CHO parental Ca
COc1ccc(-c2ccccc2)cc1NC(=O)c1ccncc1	-5	-2	-6	4	-5	0.2	-2	0	-15
Cc1cc(=O)oc(C)c1C(=O)NCCC1=CCCCC1	11	-3	-9	0	-7	0.4	5	0	-9
O=C(O)c1ccc(Nc2ccc(F)c(F)c2)c([N+](=O)[O-])c1	-5	-14	-14	0	-1	1.0	3	-19	-6
CCNc1nc(SCC(=O)Nc2ccc(Cl)c(Cl)c2)nc(N(C)C)n1	3	-4	-6	1	-5	2.3	5	-8	-6

The listing continues:
Compound	M4 antag	CHRM1 antagonist	CHO-K1 Ca antag	M4 ag	M1 ag	M1 ag parental	CHRM1 PAM	OXTR potentiate	CHO parental Ca
O=C(OCC(=O)N1CCCCC1)c1ccc2ccccc2n1	-9	2	-9	0	-4	1.0	0	-13	-2
CCc1ccccc1NC(=O)c1noc(C(C)C)c1[N+](=O)[O-]	-7	-12	7	0	-10	7.1	12	-11	-6
Cc1ccc(C2(C)NC(=O)N(CC(=O)Nc3c(C)n(C)n(-c4ccccc4)c3=O)C2=O)cc1 (stereo not drawn)	-12	-6	-7	0	-4	0.9	9	-8	7
Cc1cc(-c2nnc(SCC(=O)NC3CCCC3)o2)no1	6	-8	-16	1	-3	0.5	6	-12	-5
Cc1cccnc1NC(=O)CCCN1C(=O)c2ccccc2C1=O	2	0	-10	0	-5	0.0	3	2	-13
CCCn1c(SCc2cc(=O)oc3ccc4ccccc4c23)n[nH]c1=O	3	15	6	3	-3	0.9	-5	-9	-11
COCC(C)NCc1ccc(OC)c(Br)c1 (stereo not drawn)	-14	-17	-18	1	-4	2.6	12	0	-5
COc1ccccc1CN1CC(C(=O)NCCc2ccc(C)o2)CCC1=O (stereo not drawn)	-3	-6	-4	0	-3	0.0	3	-9	-13
CCCCCc1c(C)nc(NCc2ccccc2)[nH]c1=O	0	-5	-18	0	-2	3.0	1	-10	-20
Cc1ccc(NC(=O)c2ccc(N3CCCC3=O)cc2)cc1S(=O)(=O)N1CCCCC1	2	11	-10	1	-5	0.6	-4	1	-11
Cc1ccccc1C(=O)Nc1cccc(N)c1	-3	-4	-5	1	-4	0.3	4	-4	-9

Rows are unselected; any-hit rate near 2.9%.
